Bioassay records: PubChem, Sanford-Burnham Center for Chemical Genomics
A3G deaminase = APOBEC3G (human) deaminase inhibition. inhibition, % at 20 µM. 330,000 tested, 0.28% active. recombinant A3G, ssDNA deamination FAM/TAMRA fluorescence;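 active means inhibition of at least 40% at 20 µM, with no more than 30% in the related APOBEC3A deaminase screen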;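 further: plate controls were DMSO wells with A3G for no effect and wells lacking A3G enzyme for full effect; some compounds called inactive have numbers as strong as hits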
Target sequence (Q9HC16 whole entry, looked up): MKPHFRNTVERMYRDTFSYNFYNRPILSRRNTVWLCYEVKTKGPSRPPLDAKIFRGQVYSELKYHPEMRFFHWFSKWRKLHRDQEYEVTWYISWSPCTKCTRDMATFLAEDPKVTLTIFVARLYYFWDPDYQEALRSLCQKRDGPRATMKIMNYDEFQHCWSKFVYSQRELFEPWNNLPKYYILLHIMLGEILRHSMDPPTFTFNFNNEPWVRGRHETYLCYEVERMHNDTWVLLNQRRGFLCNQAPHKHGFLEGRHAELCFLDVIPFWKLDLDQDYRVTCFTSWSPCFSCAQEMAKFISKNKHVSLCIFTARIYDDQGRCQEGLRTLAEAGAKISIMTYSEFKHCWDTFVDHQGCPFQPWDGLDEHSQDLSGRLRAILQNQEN
APOBEC3A inh = inhibitors of human APOBEC3A DNA deaminase; recombinant A3A, FAM/TAMRA ssDNA deamination fluorescence; inhibition, % at 20 µM; 330,000 tested, 0.41% active; P31941; AID 493011;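 active means at least 40% inhibition at 20 µM here, with at most 30% in a related deaminase screen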;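 further: plate controls were A3A with DMSO for no effect and wells lacking A3A enzyme for full effect; some results filed as inactive read as strong as hits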
Target sequence (P31941 whole entry, looked up): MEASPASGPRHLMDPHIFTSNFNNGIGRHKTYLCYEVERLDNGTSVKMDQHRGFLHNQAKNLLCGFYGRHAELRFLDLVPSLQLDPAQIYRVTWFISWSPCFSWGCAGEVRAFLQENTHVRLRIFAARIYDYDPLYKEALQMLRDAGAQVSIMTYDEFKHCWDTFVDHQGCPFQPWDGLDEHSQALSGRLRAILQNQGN
Gli-Sufu block = blocks Gli-Sufu signaling in a luciferase reporter | Sufu-KO-LIGHT fibroblasts, Gli luciferase reporter luminescence | inhibition, % at 5 µM | 340,000 tested, 0.74% active | AID 588413;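 active means inhibition above about 55%, limit read from the data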;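 further: 0% = DMSO-treated cells and 100% = wells with medium but no cells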
EBI2 block = antagonists of human EBI2 receptor | EBI2 beta-arrestin recruitment, luminescence, 7a,25-OHC stimulated | inhibition, % at 5 µM | 360,000 tested, 0.81% active; in the data active means inhibition above about 38%;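 further: enzyme fragment complementation signal reports receptor beta-arrestin coupling in cells; 0% = agonist plus DMSO wells and 100% = wells without agonist; some results beyond the cut were filed as inactive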
Target sequence (P32249 whole entry, looked up, the tested form may be a part): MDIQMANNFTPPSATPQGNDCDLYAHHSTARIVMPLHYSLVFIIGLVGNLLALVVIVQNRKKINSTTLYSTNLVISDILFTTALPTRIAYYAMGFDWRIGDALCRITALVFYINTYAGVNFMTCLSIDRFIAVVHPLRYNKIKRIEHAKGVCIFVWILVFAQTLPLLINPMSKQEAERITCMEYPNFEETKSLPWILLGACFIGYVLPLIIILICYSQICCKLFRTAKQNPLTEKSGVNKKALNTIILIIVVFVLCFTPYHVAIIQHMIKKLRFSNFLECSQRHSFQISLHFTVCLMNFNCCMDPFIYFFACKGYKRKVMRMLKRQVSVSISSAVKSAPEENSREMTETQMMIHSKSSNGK
NR3A LBD binder = modulators (binders) of human NR3A ligand-binding domain | AID 1259313 | 340,000 tested, 2.5% active | NR3A LBD differential scanning fluorimetry, Tm shift; 0% = protein alone, 100% = glycine-bound protein | Tm shift relative to glycine control, % at 25 µM;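 active means melting temperature shift of at least 10% of the positive control shift, at one fixed dose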
MPTP inh = permeability transition pore inhibition. 360,000 tested, 1.4% active. inhibition, % at 10 µM. isolated mouse mitochondria, Ca2+ swelling absorbance, 30 min;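 active means inhibition of 50% or more, scaled per plate between neutral and stimulator controls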;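 further: 0% = DMSO wells given calcium and 100% = 1 mM EGTA wells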
CXCR6 inh = CXCR6 (human) receptor inhibition; O00574; CHO-K1 PathHunter CXCR6 beta-arrestin, luminescence; inhibition, % at 20 µM; 360,000 tested, 0.36% active; AID 602244; in the data active means inhibition above about 34%, passing the limit was not always enough;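 further: antagonist mode with CXCL16 agonist at 10 nM final; 0% = 10 nM CXCL16 with DMSO and 100% = unstimulated wells without agonist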
CCR6 antagonist = antagonists of human CCR6 receptor; P51684; CHO-K1 CCR6 PathHunter beta-arrestin, luminescence, CCL20-stimulated; inhibition, % at 20 µM; 340,000 tested, 0.49% active;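 active means compounds whose inhibition of the agonist-driven luminescence signal at 20 µM reaches about 50%, limit read from the data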;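 further: cells stimulated with CCL20 at 14 nM final; plate controls were DMSO with CCL20 for no effect and DMSO without agonist for full effect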
Numbers without * were called inactive; x = not tested or not shown; & = joins results of further samples. Not a hit list; any-hit rate near 5.8%.

SMILES	A3G deaminase	APOBEC3A inh	Gli-Sufu block	EBI2 block	NR3A LBD binder	MPTP inh	CXCR6 inh	CCR6 antagonist
O=C(CCNS(=O)(=O)c1cccc2nsnc12)NCCc1ccccc1	-3	3	7	-6	-2	-1.9	0	4
N#Cc1cnc(Nc2nc3ccccc3o2)nc1-c1ccccc1	-2	-1	-50	18	-4	-3.6	16	55*
O=C(COC(=O)c1cccnc1SC(F)F)NC1CC1	-6	-6	-7	3	2	0.1	-6	9
CCOc1ccc(NCCC(=O)c2ccc3c(c2)OCO3)cc1	-1	0	-22	5	-5	1.6	6	12
O=C(c1ccncc1)N1CCCC(N2CCN(c3cccc(C(F)(F)F)c3)CC2)C1 (centres undefined)	-5	-3	12	8	2	2.4	-2	19
CCCOCC(O)CC(CC)C(=O)NNC(=S)Nc1ccccc1 (centres undefined)	-7	-7	-1	-8	2	1.7	5	6
CN(C)C(=O)CN1CCN(Cc2nc(CC3CC3)no2)CC1	-11	-2	6	-6	0	-1.9	7	14
CC(C)Oc1ccc(C(CC(=O)N(C)CCC#N)c2ccc(F)cc2)cc1 (centres undefined)	-1	0	4	1	7	0.7	5	-2
Cc1cccc(N(CC(=O)N=Nc2c(O)[nH]c3ccccc23)S(C)(=O)=O)c1C	-8	4	9	10	-2	-0.8	5	1
Cc1cc(C)n(-c2ccc(C(=O)Nc3nnc(C4CC4)s3)cc2)n1	-1	1	-12	-6	0	-0.7	10	0
CC(NC(=O)C1CCN(S(=O)(=O)c2cccc3nonc23)CC1)c1ccccc1 (centres undefined)	-6	2	-12	-3	-1	-0.8	2	21
O=[N+]([O-])/C(C(Cl)=C(Cl)Cl)=C1\Nc2ccccc2O1	-2	-1	-1	-5	-2	2.0	-5	3
O=C(c1cccc(S(=O)(=O)N2CCCC2)c1)c1cccc(S(=O)(=O)N2CCCC2)c1	-5	-3	-2	-10	-1	5.8	-2	12
O=C(/C=C/c1ccc(OCCCF)cc1)N1CCN(Cc2ccccc2)CC1	2	2	16	88*	2	0.2	-6	9
CCCNC(=O)Cn1nc(C(F)(F)F)c2c1CCC2	-6	-10	-9	6	1	-1.5	2	5
O=C(c1ccccc1)c1cc2c(cc1[N+](=O)[O-])OCCO2	-5	5	-7	-1	6	1.3	2	15
NC(=O)C1CN(S(=O)(=O)c2ccc(Cl)cc2F)c2ccccc2O1 (centres undefined)	-6	-6	6	-17	0	-1.6	-1	3
OCCN1CCN(CC/C=C2/c3ccccc3Sc3ccc(C(F)(F)F)cc32)CC1	4	-4	2	1	-2	91*	1	26
Cc1cccc(CNc2ncnc3ccc(-c4ccoc4)cc23)c1	-5	2	-7	12	-5	2.5	1	9
COC(=O)C1CCCCN1C(=O)c1ccc(OC2CCN(C(C)=O)CC2)c(OC)c1 (centres undefined)	1	2	0	-10	8	2.9	-14	10
O=c1c(F)cn(C2CCCO2)c(=O)n1Cc1c(Cl)cccc1Cl (centres undefined)	0	10	8	4	1	-1.3	-6	-6
COc1ccccc1C(=O)NCCC(=O)NC1CCCCC1C (centres undefined)	-5	2	-8	-2	0	0.7	-5	2
CC(C)c1ccc(NC(=O)COc2ccccn2)cc1	0	1	-44	1	1	0.9	-6	0
COc1cc(NS(=O)(=O)c2csc(C(N)=O)c2)cc(OC)c1	-7	3	x	9	1	-0.6	0	12
COc1cc(C)c(S(=O)(=O)Nc2ccc(CC(=O)O)cc2)cc1C	-7	-2	3	-11	-1	0.7	0	-6

In the list so far, 2 have a nitro group on carbon:
SMILES	A3G deaminase	APOBEC3A inh	Gli-Sufu block	EBI2 block	NR3A LBD binder	MPTP inh	CXCR6 inh	CCR6 antagonist
O=[N+]([O-])/C(C(Cl)=C(Cl)Cl)=C1\Nc2ccccc2O1	-2	-1	-1	-5	-2	2.0	-5	3
O=C(c1ccccc1)c1cc2c(cc1[N+](=O)[O-])OCCO2	-5	5	-7	-1	6	1.3	2	15

Other records
SMILES	A3G deaminase	APOBEC3A inh	Gli-Sufu block	EBI2 block	NR3A LBD binder	MPTP inh	CXCR6 inh	CCR6 antagonist
O=C(N/N=C/c1coc2ccccc2c1=O)c1cc(Br)c(O)c(Br)c1	-7	-1	7	1	0	-0.1	-14	10
Cc1ccc(-c2cc3nc(-c4ccccc4)cc(N)n3n2)cc1	-6	-3	-75	2	13*	3.1	2	-9
O=C(O)c1ccc(/C=N\Nc2ccccn2)cc1	3	1	-15	9	4	-0.3	-13	8
O=C(COC(=O)COc1ccccc1)NCc1ccco1	2	0	3	4	3	-0.5	-3	-1
O=C(Cc1ccc(Cl)cc1Cl)NCC1(N2CCOCC2)CCCCC1	-1	5	-15	-1	0	-1.0	-6	9
COc1ccc(CCNC(=O)c2cc(-c3cc(C)cc(C)c3O)n[nH]2)cc1OC	1	5	-26	14	-5	32	4	10
CCn1cnc2sc(C(=O)Oc3ccc(Br)cc3)c(C)c2c1=O	-8	-1	2	0	-8	-0.6	1	-8
Cc1cc(C)c2c(=O)n(-c3ccccc3)[nH]c2n1	-3	-3	-27	-7	0	0.4	-1	-3
CSc1nc(N(C)CCO)c2sc3nc(-c4ccco4)c4c(c3c2n1)CCC4	89	96	-4	7	-6	-2.4	-3	19
COc1cccc(C(=O)NCC(=O)OCC(=O)Nc2cc(OC)c([N+](=O)[O-])cc2C)c1	-3	4	0	-13	1	-0.5	-4	14
CCOc1cc(/C=N/NC(=O)c2ccncc2)ccc1OC(=O)c1ccccc1	-5	-1	-6	25	2	-1.5	-8	-11
CC(C)(C)C(=O)Nc1nc2c(c(=O)[nH]1)CCCC2	-4	-2	-1	-5	-2	-1.0	-4	3
Cc1c(C(=O)NCCN(C)C)oc2ccc(S(=O)(=O)N3CCCC3)cc12	-3	2	3	-12	1	-2.4	66*	-15
COc1ccc(OCc2nn3c(-c4ccccn4)nnc3s2)cc1	-8	-7	-9	-8	1	-1.3	-5	-9
CCOc1ccc(S(=O)(=O)NCCC(=O)N(C)Cc2ccc(C)o2)cc1	-4	-5	-4	-4	1	-0.9	-19	-3
COc1ccc(C/C(C)=N/Nc2nc(C)cc(=O)[nH]2)cc1	-1	2	3	-5	0	2.0	10	-10
O=C(Cn1c(N2CCN(c3ccccc3)CC2)nc2ccccc21)c1ccccc1	-3	2	10	10	8	-0.2	26	50*
Cc1ccc(N(C)S(=O)(=O)c2cccc(C(=O)OCC(=O)N3CCCC(C)C3)c2)cc1 (centres undefined)	3	10	-2	-15	0	0.0	-14	7
COc1ccc(C2CC(c3ccccc3)=NN2C(=O)COC(=O)c2cc(S(=O)(=O)N3CCOCC3)ccc2F)cc1 (centres undefined)	-10	-3	12	54*	0	1.8	4	4
O=C(O)c1ccc2cc(-c3ccccc3)[nH]c2c1	1	-2	10	-16	10	-1.8	1	5
CCn1c(CCNC(=O)c2ccc(C)cc2)nnc1SCc1ccc(Cl)c(Cl)c1	-7	-4	6	2	-2	6.1	-12	10
CCc1ccccc1NC(=O)COC(=O)c1c(C)nsc1NC	-1	-1	30	-15	1	6.6	-6	8
COC(=O)CN1C(=O)C2(OCCCO2)c2cc(Br)ccc21	-4	-1	-4	-5	-3	-0.2	-3	19
Cc1cccc(C)c1NC(=O)N1CCC(n2cnc3ccccc32)CC1	-5	-6	0	-3	2	0.8	6	2
Cc1ccc(CN(Cc2ccco2)C(=S)NCC(=O)NC2CC2)cc1	-8	-5	4	-3	0	-1.3	-3	2
Continued:
SMILES	A3G deaminase	APOBEC3A inh	Gli-Sufu block	EBI2 block	NR3A LBD binder	MPTP inh	CXCR6 inh	CCR6 antagonist
CCc1cc2c3c([nH]c2cc1S(=O)(=O)N1CCC2(CC1)OCCO2)CCCC3=O	7	3	26	0	-2	-1.1	0	-12
O=c1cc(NC2CCCCC2)[nH]c(=O)[nH]1	-5	-3	2	6	2	0.8	6	1
CC1CC(C)(C)NC(=S)O1 (centres undefined)	-4&-18	4&-2	-4&1	12&1	-8&0	0.0&-0.9	3&-4	4&-9
O=C(Nc1ccc(Cl)cn1)C1CC1	-7	1	-10	5	-1	-0.6	-2	6
O=C(Nc1cccc(NC(=O)c2ccc(Br)o2)n1)c1ccc(Br)o1	0	6	-8	-8	-8	-1.0	3	-10
COc1ccc(OC)c(/C=C/C(=O)N(C)CC(=O)Nc2ccc(C)cc2)c1	5	4	6	3	-1	-0.5	-4	11
O=C(COC(=O)c1ccc[nH]c1=O)NCC12CC3CC(CC(C3)C1)C2	-9	-7	-10	7	-2	-0.3	-2	-7
COc1ccc(C(=O)NNC(=S)NC(=O)c2cccc([N+](=O)[O-])c2)cc1	-6	-5	1	7	-9	-3.6	17	17
CC12CC(c3ccccc3O1)C(/C(N)=N/NC(=O)c1ccc(F)cc1)C(=O)N2 (centres undefined)	-1	0	-6	2	0	-2.2	1	3
C=CCn1c(SCC(=O)NC2CC2)nnc1-c1cccs1	-5	-3	-1	6	-1	-0.7	-7	-1
COCCNCCOCCOc1ccc(Cl)c(C)c1	-4	0	1	-8	0	-4.1	-3	9
Cc1n[nH]c(C)c1CCc1nc2c3ccccc3nc(SCC(N)=O)n2n1	x	x	-2	-5	-3	-1.4	6	7
COc1cc2c(cc1OC)C(c1cccc(Br)c1)NC(=O)C2 (centres undefined)	-4	-1	x	6	0	-1.5	-3	11
NC(=O)COC(=O)c1ccc2c(c1)S(=O)(=O)c1ccccc1C2=O	-7	1	-3	-12	-2	-1.2	-19	-15
CN(C)c1ccc(/C=N/NC(=O)c2ccc3c(c2)OCO3)cc1	-8	-3	-31	-6	6	0.4	-8	2
O=C(CSc1nc2ccccc2c(=O)n1CCCN1CCOCC1)Nc1ccccc1OC(F)F	-7	-1	9	-5	0	1.3	1	24
COc1ccccc1NC(=O)C1=C(C)Nc2nc(-c3ccc(N(C)C)cc3)nn2C1c1ccncc1 (centres undefined)	-7	-4	5	6	2	1.4	4	-9
COc1cccc(NC(=O)CN(C)CC(=O)Nc2ccc(C)c([N+](=O)[O-])c2)c1	-6	-2	-9	9	4	2.0	-5	9
Cc1cc(C)c(S(N)(=O)=O)c(C)c1N(C)S(=O)(=O)c1ccc(Cl)cc1	-4	-5	-8	5	2	1.2	-4	6
CC(=O)N=C1SC2CS(=O)(=O)CC2N1c1cccc(Cl)c1Cl (centres undefined)	-7	-3	-4	-4	0	0.0	7	-6
COc1ccc(CCN2C(=O)NC(NS(=O)(=O)c3ccc(Cl)cc3)(C(F)(F)F)C2=O)cc1OC (centres undefined)	-6	-2	-9	9	0	-0.1	10	-1
COC(=O)c1cc(COC(=O)c2nc3nccc(C)n3n2)oc1C	-6	-3	1	-14	0	-1.2	2	6
COc1ccc(N(CC(=O)N/N=C/c2cccnc2)S(=O)(=O)c2ccc(C)cc2)cc1OC	-2	-1	-4	0	-1	-1.9	-2	-4
Cc1ccc(NC(=O)c2cccc(-n3cnnn3)c2)cc1Cl	-7	10	-10	0	0	2.9	-7	4
O=Cc1c(Nc2cccc(C(F)(F)F)c2)nc2ccccn2c1=O	-8	-2	28	9	2	0.4	5	11
Carrying on.
SMILES	A3G deaminase	APOBEC3A inh	Gli-Sufu block	EBI2 block	NR3A LBD binder	MPTP inh	CXCR6 inh	CCR6 antagonist
COc1ccc(N2CCN(c3oc(-c4ccccc4OC)nc3C#N)CC2)cc1	-7	-2	3	-7	4	0.0	3	-18
C=CCON1C(=O)c2ccccc2C1=O	-7	-3	-1	4	-1	-2.4	1	-17
CC(=O)Nc1ccc2nc(NC(=O)C(Cl)(Cl)Cl)sc2c1	-16	-6	-7	0	-9	-0.8	-4	10
COc1ccc(CCNC(=O)COC(=O)C23CC4CC(CC(C4)C2)C3)cc1	-7	-3	5	16	-1	-5.4	2	19
CCN(CC)CCN(C(=O)c1ccc2ccccc2c1)c1nc2cc3c(cc2s1)OCO3	0	1	36	18	1	1.7	17	11
CCc1c(C)sc(NC(=O)c2ccco2)c1C#N	-9	-4	-49	0	0	-0.5	12	8
Cn1c(=O)[nH]c(=O)c2c1nc(N1CCCCCC1)n2CCSc1nc2ccccc2[nH]1	-5	-5	-5	-2	-1	-4.8	6	-11
O=C(N1CCOCC1)N(Cc1ccccc1)c1ccccn1	-7	-5	5	-16	1	0.0	0	8
